Compound activity (PubChem)
HCV inh = qHTS Assay for Inhibitors of Hepatitis C Virus (HCV); Huh7.5.1 HCVcc-Cre infection, luciferase reporter, 44 h; Potency, µM (doses to about 41.8 µM), for the others: at the highest dose activity change, negative = inhibition, hits mostly inhibitors; hit rate 3.4% among 340,000; AID 651820, 2012
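Whole-lifecycle infectious HCVcc-Cre system; cells 1,000/well, compound then virus (~0.5 moi) added 4 h after plating, 44 h culture. Luciferase read 15 sec following 15 min substrate incubation, room temp.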
Pf growth 96h = Primary qHTS for delayed death inhibitors of the malarial parasite plastid, 96 hour incubation; P. falciparum luciferase reporter growth, 96 h; Potency, µM (doses to about 28.7 µM), without a hit: at the highest dose activity change, negative = inhibition, usual class: inhibitors; hit rate 6.9% among 320,000
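Readout is luminescence from an integrated firefly luciferase in P. falciparum. Red cells, 2% hematocrit and 0.05% parasitemia final, were cultured with compound through two parasite generations (96 hours) at 37 C, 5% CO2.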
Sm TGR inh = qHTS Assay for the Inhibitors of Schistosoma Mansoni Peroxiredoxins | Schistosoma mansoni thioredoxin glutathione reductase (TGR), Q962Y6 | purified TGR, DTNB reduction, TNB absorbance 405 nm | Potency, µM (highest dose often 114 µM), for inactives: at the top dose activity change, negative = inhibition, hits mostly inhibitors | hit rate 3% among 360,000 | AID 485364, 2010; also: nearly all actives have a fitted effect of over 60% in size
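First, TGR (20 nM dispensed) and NADPH were mixed with compound. Second, a 15 min room-temperature incubation followed. Third, further NADPH and then DTNB were added to start the reaction. Finally, TNB absorbance was monitored kinetically.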
LmPK inh = qHTS Assay for Inhibitors of Leishmania Mexicana Pyruvate Kinase (LmPK) | Q27686 | purified LmPK, Kinase-Glo ATP luminescence, 1 h | Potency, µM (titrated, usually from 57.5 µM), without a hit: at the highest dose activity change, negative = inhibition, usual class: inhibitors | hit rate 0.37% among 290,000
Target sequence (Q27686 whole entry, looked up): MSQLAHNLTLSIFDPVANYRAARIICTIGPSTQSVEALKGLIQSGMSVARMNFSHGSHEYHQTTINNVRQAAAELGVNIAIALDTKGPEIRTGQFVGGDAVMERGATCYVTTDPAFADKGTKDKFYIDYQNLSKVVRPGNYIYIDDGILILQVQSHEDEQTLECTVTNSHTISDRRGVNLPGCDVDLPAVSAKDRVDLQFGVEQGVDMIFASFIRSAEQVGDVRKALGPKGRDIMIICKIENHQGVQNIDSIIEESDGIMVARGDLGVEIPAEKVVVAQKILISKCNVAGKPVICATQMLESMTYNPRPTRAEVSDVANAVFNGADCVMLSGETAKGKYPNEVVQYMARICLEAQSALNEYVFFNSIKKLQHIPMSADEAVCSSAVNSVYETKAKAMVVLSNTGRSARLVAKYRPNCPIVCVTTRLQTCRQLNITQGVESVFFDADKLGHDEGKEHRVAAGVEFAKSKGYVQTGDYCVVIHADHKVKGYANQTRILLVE
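Screened at intermediate enzyme activity to detect both inhibitors and activators: LmPK at 0.1 nM, with a 0.5 nM enzyme column as activation reference. PEP 0.5 mM, ADP 0.1 mM; ATP detected by luminescence after 1 h.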
Pf growth 48h = Primary qHTS for delayed death inhibitors of the malarial parasite plastid, 48 hour incubation; P. falciparum luciferase growth in erythrocytes, 48 h; Potency, µM (series often up to 28.7 µM), for inactives: at the highest dose activity change, negative = inhibition, actives largely listed as inhibitors; hit rate 5.9% among 310,000
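Luciferase-expressing P. falciparum in infected erythrocytes (2% hematocrit, 0.1% parasitemia final) in RPMI 1640/0.5% Albumax were exposed to compound for 48 hours at 37 C, 5% CO2; growth read as luminescence.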
Tb PYK inh = qHTS of Trypanosoma Brucei Inhibitors. TbPYK enzyme, Kinase-Glo Plus ATP luminescence, 45 min. pyruvate kinase (Trypanosoma brucei), Q57TT1. Potency, µM (series often up to 76.8 µM), without a hit: top-dose activity, negative = inhibition, actives largely listed as inhibitors. hit rate 0.12% among 410,000; also: nearly all actives have a fitted effect of over 50% in size
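Luminescent Kinase-Glo Plus end-point after 45 min room-temperature reaction of T. brucei pyruvate kinase started with 130 uM ADP (final). Buffer TEA 50 mM pH 7.2 with KCl, MgCl2, BSA, Tween-20; titration-based qHTS with fitted concentration-effect curves.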
Numbers without * were called inactive; ? = inconclusive; . = no result given; & = joins results of further samples; [ ] = another dose, or the depositor's remark. Calls follow the shape of the dose curve; as a rule, active = well fitted curve in the direction sought with a large enough effect; inconclusive = small, poorly fitted or top-dose-only effect, or another doubt; inactive = no such curve, though single readings can be large; an effect the other way counts as inactive or inconclusive. % is scaled to controls: 0 for no effect and ±100 for the full control effect; potency is read from the fitted curve at half-maximal effect.

Start of the listing, in advance (13 entries):
SMILES | HCV inh | Pf growth 96h | Sm TGR inh | LmPK inh | Pf growth 48h | Tb PYK inh
Cc1cccc(NC(=O)CSC2=NN3CCCC(=O)N=C3S2)c1C | -9% | ? | 10% | -4% | -18% | 2%
Cc1csc2nc(O)c(C(=O)NCCCc3ccccc3)c(=O)n12 | ? | 48%[activator] | 2% | . | -1% | 2%
CCC(C)NC(=O)C1CN(S(=O)(=O)c2ccccc2)CCN1S(=O)(=O)c1ccccc1 (stereo not given) | -22% | . | -16% | -4% | -19% | 0%
O=C(NCc1ccccc1)NC1CCS(=O)(=O)C1 (stereo not given) | -7% | 12% | . | -1% | 9% | 1%
COc1cc2c(cc1NC(=O)COC(=O)[C@@H](NC(=O)c1ccccc1)C(C)C)oc1ccccc12 | 7.1µM* | ? | -19% | 4% | -20% | -17%
O=C(Nc1cccc2ncccc12)c1ccc(OCc2ccccc2)cc1 | 16µM* | 227%[activator] | 2% | -2% | -32%[1.15 µM] | -5%
OC1(c2ccccc2)CNCCc2ccccc21 (stereo not given) | 6% | -10% | -19% | -1% | -15%[0.00184 µM] | -10%
Cc1cccc(NS(=O)(=O)c2cc(C(=O)NCCC3=CCCCC3)ccc2Cl)c1 | ? | 42%[activator] | 8% | 7% | 12% | -20%
COc1ccc(Nc2nnc(C)c3ccccc23)cc1 | -6% | 3% | -17% | 3% | 36% | 0%
COc1ccc(NC(=O)CN(Cc2ccccc2)Cc2ccccc2)cc1S(N)(=O)=O | 21% | ? | -12% | 2% | ? | 8%
COc1ccccc1-n1c(CNc2ccc(F)cc2)nnc1SCC(=O)Nc1cc(C)on1 | -13% | -30% | -3% | -2% | 13µM* | 4%
O=C(Nc1ccc(S(=O)(=O)NC2=NCCCCC2)cc1)c1ccc2ccccc2n1 | ? | ? | -3% | 3% | ? | 2%
NC(=O)NNc1ccccc1 | . | -25%&-27% | . | . | -14%&-8% | -6%&0%

Main list (from the top)
SMILES | HCV inh | Pf growth 96h | Sm TGR inh | LmPK inh | Pf growth 48h | Tb PYK inh
Cc1cccc(NC(=O)CSC2=NN3CCCC(=O)N=C3S2)c1C | -9% | ? | 10% | -4% | -18% | 2%
Cc1csc2nc(O)c(C(=O)NCCCc3ccccc3)c(=O)n12 | ? | 48%[activator] | 2% | . | -1% | 2%
CCC(C)NC(=O)C1CN(S(=O)(=O)c2ccccc2)CCN1S(=O)(=O)c1ccccc1 (stereo not given) | -22% | . | -16% | -4% | -19% | 0%
O=C(NCc1ccccc1)NC1CCS(=O)(=O)C1 (stereo not given) | -7% | 12% | . | -1% | 9% | 1%
COc1cc2c(cc1NC(=O)COC(=O)[C@@H](NC(=O)c1ccccc1)C(C)C)oc1ccccc12 | 7.1µM* | ? | -19% | 4% | -20% | -17%
O=C(Nc1cccc2ncccc12)c1ccc(OCc2ccccc2)cc1 | 16µM* | 227%[activator] | 2% | -2% | -32%[1.15 µM] | -5%
OC1(c2ccccc2)CNCCc2ccccc21 (stereo not given) | 6% | -10% | -19% | -1% | -15%[0.00184 µM] | -10%
Cc1cccc(NS(=O)(=O)c2cc(C(=O)NCCC3=CCCCC3)ccc2Cl)c1 | ? | 42%[activator] | 8% | 7% | 12% | -20%
COc1ccc(Nc2nnc(C)c3ccccc23)cc1 | -6% | 3% | -17% | 3% | 36% | 0%
COc1ccc(NC(=O)CN(Cc2ccccc2)Cc2ccccc2)cc1S(N)(=O)=O | 21% | ? | -12% | 2% | ? | 8%
COc1ccccc1-n1c(CNc2ccc(F)cc2)nnc1SCC(=O)Nc1cc(C)on1 | -13% | -30% | -3% | -2% | 13µM* | 4%
O=C(Nc1ccc(S(=O)(=O)NC2=NCCCCC2)cc1)c1ccc2ccccc2n1 | ? | ? | -3% | 3% | ? | 2%
NC(=O)NNc1ccccc1 | . | -25%&-27% | . | . | -14%&-8% | -6%&0%
CSc1ccccc1NC(=O)CN(C)CC(=O)Nc1ccc(Cl)cc1F | -12% | -17% | 4% | 3% | 16% | -3%
Oc1ccc(/C=N/Nc2nc(-c3ccc(Cl)cc3)cc(C(F)(F)F)n2)cc1 | 13µM* | ? | 3% | 1% | ? | -12%
O=C(CSC1=NCCS1)Nc1nc(-c2ccccc2)cs1 | -21% | 137%[activator] | 7% | -5% | 41%[activator] | -6%
CN(CC(=O)Nc1ccccc1C(F)(F)F)C(=O)c1ccc(-c2ccc(Cl)cc2)o1 | ? | 2.6µM* | -12% | . | 2.9µM* | -6%
Cc1ccc(-c2n[nH]c(=O)c3ccccc23)cc1S(=O)(=O)N(C)CCO | ? | . | 0% | -3% | 20% | -4%
Cc1cccc(C2C3=C(CCCC3=O)N=C3c4ccccc4C(=O)C32)c1 (stereo not given) | -25% | -13% | ? | -2% | ? | -14%
COc1ccccc1NC(=O)CCc1nc2sc3c(c2c(=O)[nH]1)CCCC3 | -26% | ? | -1% | . | ? | 2%
COc1ccc(NC(=O)CSc2nnc(CNC(=O)c3cccs3)o2)c(OC)c1 | 11% | 19% | 0% | 8% | ? | 7%
CCN1CCN(C(=O)Cn2cnc3sc(C)c(S(=O)(=O)N4CCN(c5ncccn5)CC4)c3c2=O)CC1 | 15% | -24% | -13% | 8% | 3% | 0%
C/C(NCCCn1ccnc1)=C(\C#N)C(N)=O | 22% | 0% | 4% | -1% | 29% | 6%
Cc1ccc(S(=O)(=O)Nc2ccc3c(c2)OCCO3)cc1C | -6% | 142%[activator] | 0% | -6% | 49%[activator] | 7%
Cc1nnc(NC(=O)CSc2nc3ccccc3[nH]2)s1 | 6% | 43%[1.15 µM] | -8% | 0% | 31%[activator] | 3%
The list continues.
SMILES | HCV inh | Pf growth 96h | Sm TGR inh | LmPK inh | Pf growth 48h | Tb PYK inh
O=c1o[nH]c(-c2ccccc2)c1C1=NCCCCC1 | 5% | ? | -8% | 3% | -11% | 3%
Cc1ccc(NC(=O)CSc2nnc(-c3ccco3)o2)cc1 | 33%[activator] | 28% | 79µM* | 1% | 40%[activator] | -15%
Cc1nnc(NC(=O)CSc2ccc(-c3cccnc3)nn2)s1 | 11% | ? | -14% | -4% | -8% | 3%
CCN(CC)S(=O)(=O)c1cccc(-c2nnc(SCCCC(=O)c3ccc(F)cc3)o2)c1 | ? | 0% | 12% | 3% | 9.3µM* | .
Cc1ccc(CCN2C(Nc3ccccc3)=NC[C@@H]2C)cc1 | -4% | 40%[activator] | -1% | . | ? | -4%
Cc1cccc(OCC(=O)NC2CC(C)(C)NC(C)(C)C2)c1 | 1% | 6% | 7% | 2% | 10% | 0%
CCN1C(=O)[C@H]2[C@H]3[C@H](O)[C@H](O)C/C(=N\O[C@H](C)c4cn([C@H](CO)Cc5ccccc5)nn4)[C@@H]3CC[C@H]2C1=O | -3%[8.37 µM] | -12% | -10% | -3% | 21% | .
O=C(C1CCCN(S(=O)(=O)c2ccc(Cl)cc2)C1)N(Cc1cccs1)C1CC1 (stereo not given) | 10µM* | 1% | 0% | 6% | 13µM* | 2%
Cc1cccc(NC(=O)CN(C)CC(=O)NC(c2ccccc2)c2ccccc2)c1C | ? | 8% | -17% | . | ? | -9%
CCc1nccn1CCC(=O)NC1CC(C)(C)Cc2c1cnn2-c1ccc(C)cc1 (stereo not given) | ? | ? | 6% | -13% | ? | -10%
Cc1cc(NC(=O)C2CC(c3c(F)cccc3Cl)=NO2)n(-c2ccccc2)n1 (stereo not given) | -29% | -20% | 2% | 1% | 10% | -2%
COc1ccc(C(=O)NC2CC3CCCC(C2)N3Cc2ccccc2)cc1 (stereo not given) | -2% | -12% | 4% | -5% | 27% | 12%
CCN(C(=O)CN1CCN(c2ccccc2O)CC1)c1c(N)n(Cc2ccccc2)c(=O)[nH]c1=O | 12% | . | -20% | 4% | 10% | -14%
CSc1ccc(CN2CCc3c([nH]c4ccccc34)C2)cc1 | -14% | -8% | -19% | 2% | 35%[activator] | 25%
O=C(NC1CCCC1)C(c1ccncc1)N(C(=O)c1csnn1)c1ccc(Cl)cc1 (stereo not given) | -7% | ? | -2% | -2% | ? | -1%
Cc1ccccc1C(=O)NC1CC2CCC(C1)N2Cc1ccccc1 (stereo not given) | 0% | 63%[activator] | 9% | -7% | 6% | -4%
NC(=O)C1CCN(C(=O)Cn2cccc2C(=O)c2ccccc2)CC1 | 3% | 0% | 3% | 1% | . | -8%
O=C(CCc1ccccc1Cl)Nc1ccc(S(=O)(=O)Nc2nccs2)cc1 | 1% | 0% | -11% | . | ? | 1%
CCN(CC)CCN=C1CCCc2ccccc2N1 | -17% | ? | 0% | 4% | -15% | -6%
